Screening results: PubChem, National Center for Advancing Translational Sciences (NCATS)
KB-3-1 tox: KB-3-1 parental cell cytotoxicity. KB-3-1 viability, CellTiter-Glo ATP luminescence, 72 h. Potency, µM (highest dose often 46.1 µM), inactives show top-dose activity change, negative = cytotoxic, usual class: cytotoxic. 1.4% of 400,000 active; also: potency is read from the fitted curve at half-maximal effect; % is scaled to controls: 0 for no effect and ±100 for the full control effect; nearly all actives have a fitted effect of over 60% in size
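Parental KB-3-1 adenocarcinoma cells in phenol-red-free DMEM with 10% FBS were pin-treated with compounds at several concentrations, incubated 72 h at 37 °C, and viability read by CellTiter-Glo luminescence; concentration-effect curves were fitted after normalization.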
HT1080-NT tox: kills 2HG-producing HT-1080-NT fibrosarcoma cells; 1.6% of 360,000 active; HT-1080-NT fibrosarcoma viability, CellTiter-Glo ATP luminescence, 48 h; Potency, µM (series often up to 46.1 µM), without a hit: top-dose activity, negative = less viability, actives largely listed as cytotoxic;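 also: NT is the 2HG producing partner of a matched IDH1 knockdown line; potency is read from the fitted curve at half-maximal effect; 0% = DMSO-treated cells and -100% = media-only wells without cells; nearly all actives have a fitted effect of over 55% in size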
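Compounds were tested in concentration-response format on HT-1080-NT cells for 48 hours at 37 degrees C. Cell viability came from CellTiter-Glo luminescence; curves were classified by r2, response magnitude and activity.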
SW480 rerep: inducers of DNA re-replication in SW480 colon cancer cells; SW480 DNA re-replication, Hoechst DNA content imaging, 48 h; Potency, µM (series often up to 46.1 µM), for the others: at the highest dose re-replication activation, hits mostly activators; 1.8% of 340,000 active; also: potency is read from the fitted curve at half-maximal effect; % of control where 0% means no effect; nearly all actives have a fitted effect of over 55% in size
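Quantitative HTS format with DMSO vehicle controls; 48 hr drug incubation at 37 C, then 40 min Hoechst staining and scanning imager measurement at 405 nm excitation.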
HepG2 tox: kills HepG2 cells in TGF-b inhibitor counter-screen | Potency, µM (doses to about 46.1 µM), for inactives: top-dose activity change, negative = cytotoxicity, actives largely listed as cytotoxic | 0.76% of 410,000 active | HepG2 CAGA-GFP viability, ATP luminescence, 18 h; also: potency is read from the fitted curve at half-maximal effect; some results filed as inactive show a strong effect at the top dose
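HepG2 CAGA-GFP cells (1000/well, DMEM with 1% FBS) received compound, then TGF-beta at 500 pg/mL final, and were incubated 18 hours at 37 degrees C. Viability was read by CellTiter-Glo luminescence. Media-only wells were set as complete cell-killing and DMSO as no toxicity.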
HT1080 IDH1KD tx: HT-1080 IDH1 knockdown cell toxicity (counter line); HT-1080 IDH1 knockdown viability, ATP luminescence, 48 h; Potency, µM (top dose mostly 46.1 µM), for the others: at the highest dose activity, negative = toxicity, most hits filed as cytotoxic; 2% of 360,000 active; AID 686971;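 also: potency is read from the fitted curve at half-maximal effect; 0% = DMSO wells and -100% = cell-free medium wells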
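CellTiter-Glo luminescence after 48 h compound exposure at 37 degrees C of IDH1-knockdown HT-1080 cells in 5% FBS RPMI. %Activity scaled between DMSO wells and cell-free media wells, with curves fitted and assigned curve classes.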
MCF10A rereplic: induces DNA re-replication in MCF 10a normal breast cells | MCF 10A DNA re-replication, Hoechst nuclear intensity, 48 h | Potency, µM (titrated, usually from 46.1 µM), without a hit: at the top dose activity, positive = re-replication, usual class: activators | 2.9% of 350,000 active; also: potency is read from the fitted curve at half-maximal effect; % of control where 0% means no effect; nearly all actives have a fitted effect of over 50% in size
IL-1B inflam inh: inhibitors of inflammasome signaling (IL-1 beta secretion) | THP-1 LPS/ATP IL-1B secretion, AlphaLISA, 16 h; active compounds read low | activity change, % at 57.5 µM | 4.7% of 360,000 active; in the data active = activity change below about -50%; inconclusive = mostly about -30% to -49%; also: % is scaled to controls: 0 for no effect and ±100 for the full control effect
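Secreted IL-1B measured by AlphaLISA bead assay after 16 h compound exposure of THP-1 cells; compounds (final up to 57.5 uM) added 1 h before LPS (250 ng/mL) and ATP (1.25 mM) stimulation; lower signal means less secretion.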
ATXN2 expr inh: inhibitors of ATXN2 expression | HEK-293 ATXN2-luciferase reporter, luminescence, 24 h | Potency, µM (series often up to 57 µM), for the others: at the top dose activity change, negative = inhibition, most hits filed as inhibitors | 0.72% of 360,000 active | AID 1745845; also: potency is read from the fitted curve at half-maximal effect; % is scaled to controls: 0 for no effect and ±100 for the full control effect; nearly all actives have a fitted effect of over 55% in size
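qHTS (up to 57 uM final) was run with 24 h compound exposure of reporter cells at 37 °C. Each well was multiplexed: SteadyGlo luminescence measured ATXN2-luciferase expression after a fluorogenic Gly-Phe-AFC viability readout (25 uM final).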
ATXN viability: cell viability loss in ATXN counter-screen; S2 cells (HEK-293 line with an ATXN2-luciferase reporter) viability, CellTiter-Fluor protease fluorescence, 24 h; Potency, µM (doses to about 56.7 µM), most hits filed as cytotoxic; 0.49% of 400,000 active; also: potency is read from the fitted curve at half-maximal effect; nearly all actives have a fitted effect of over 40% in size
The depositor's hits bear a star; [ ] = dose if it differs, or a comment. Unless noted, calls follow the shape of the dose curve; as a rule, active = well fitted curve in the direction sought with a large enough effect; inconclusive = small, poorly fitted or top-dose-only effect, or another doubt; inactive = no such curve, though single readings can be large; an effect the other way counts as inactive or inconclusive.

Screening C[C@]12CC[C@H](O)CC1=CCC1C2CC[C@@]2(C)C1CCC21OCCO1 (stereo partly specified) returned KB-3-1 tox -10%, HT1080-NT tox -23%, SW480 rerep inconclusive, HepG2 tox 3%, HT1080 IDH1KD tx -2%, MCF10A rereplic inconclusive, IL-1B inflam inh 86, ATXN2 expr inh 6% and ATXN viability inactive.
Cc1ccc(N2CC(C(=O)OCc3ccccc3)CC2=O)cc1 (stereo unspecified) was read as KB-3-1 tox -3%, HT1080-NT tox -6%, SW480 rerep 1%, HepG2 tox 17%, HT1080 IDH1KD tx -5%, MCF10A rereplic 13%, IL-1B inflam inh 6, ATXN2 expr inh 2% and ATXN viability inactive.
CC(C)Cc1nc(SCC(=O)NCC2CCCO2)c2c(=O)n(C)c(=O)n(C)c2n1 (stereo unspecified) was read as KB-3-1 tox 16%, HT1080-NT tox 18%, SW480 rerep 21%, HepG2 tox 8%, HT1080 IDH1KD tx 12%, MCF10A rereplic 3%, IL-1B inflam inh -7, ATXN2 expr inh 1% and ATXN viability inactive.
`COC(=O)C(C)Sc1ncnc2c1c(-c1ccccc1)cn2-c1ccc(F)cc1` (stereo unspecified) gave KB-3-1 tox -14%, HepG2 tox -2%, ATXN2 expr inh -10% and ATXN viability inactive.
`CC(C)C[C@@H](C(=O)NCc1ccco1)N1C(=O)N2CCc3c([nH]c4ccccc34)[C@@]2(C)C1=O` gave KB-3-1 tox 0%, HT1080-NT tox -15%, SW480 rerep 2%, HepG2 tox -66%, HT1080 IDH1KD tx -22%, MCF10A rereplic 13%, IL-1B inflam inh -1, ATXN2 expr inh -19% and ATXN viability inactive.
Screening Cc1ccc(NC(=S)c2nc3ccccc3[nH]2)cc1 returned KB-3-1 tox inconclusive, HT1080-NT tox -10%, SW480 rerep -5%, HepG2 tox -38%, HT1080 IDH1KD tx -23%, MCF10A rereplic inconclusive, IL-1B inflam inh -6, ATXN2 expr inh 59%[activator] and ATXN viability inactive.
`CC(C)N(Cc1nc(-c2ccccc2)no1)C(=O)C(Cl)(Cl)Cl` gave KB-3-1 tox -12%, HT1080-NT tox -5%, SW480 rerep 0%, HepG2 tox -17%, HT1080 IDH1KD tx -3%, MCF10A rereplic 12%, IL-1B inflam inh inconclusive, ATXN2 expr inh 7% and ATXN viability inactive.
For CCC(=O)N1N=C(c2ccc(C)cc2)CC1c1ccco1 (stereo unspecified) the results were KB-3-1 tox 1%, HT1080-NT tox 2%, SW480 rerep -19%, HepG2 tox -47%, HT1080 IDH1KD tx 2%, MCF10A rereplic 2%, IL-1B inflam inh inconclusive, ATXN2 expr inh -5% and ATXN viability inactive.
Screening CC(C)c1ccc(/C=C/c2ccc(=O)n(C)n2)cc1 returned KB-3-1 tox 9%, HT1080-NT tox -22%, SW480 rerep -4%, HepG2 tox -44%, HT1080 IDH1KD tx -10%, MCF10A rereplic inconclusive, IL-1B inflam inh 26, ATXN2 expr inh 69%[activator] and ATXN viability inactive.
Screening CC1CCc2cc(F)cc3c(O)c(C(=O)NCC4CCCO4)c(=O)n1c23 (stereo unspecified) returned KB-3-1 tox -29%, HT1080-NT tox -29%, SW480 rerep -5%[9.22 µM], HepG2 tox -3%, HT1080 IDH1KD tx inconclusive, MCF10A rereplic inconclusive, IL-1B inflam inh 32, ATXN2 expr inh -14% and ATXN viability inactive.
C=CCCC(=O)N1CCC(Oc2cccc(C(=O)NCc3ccccn3)c2)CC1 was read as HT1080-NT tox -15%, SW480 rerep 0%, HepG2 tox -12%, HT1080 IDH1KD tx 1%, MCF10A rereplic -4%, IL-1B inflam inh 8, ATXN2 expr inh 4% and ATXN viability inactive.
`Cc1nn(-c2ccccc2)c(C)c1C(=O)NCCc1ccc(Cl)cc1` gave KB-3-1 tox 22%, HT1080-NT tox 14%, SW480 rerep -3%, HepG2 tox -8%, HT1080 IDH1KD tx 11%, MCF10A rereplic 19%, IL-1B inflam inh -29, ATXN2 expr inh -33% and ATXN viability inactive.

Next part, starting with the last 2 of the part before.
C=CCCC(=O)N1CCC(Oc2cccc(C(=O)NCc3ccccn3)c2)CC1 was read as HT1080-NT tox -15%, SW480 rerep 0%, HepG2 tox -12%, HT1080 IDH1KD tx 1%, MCF10A rereplic -4%, IL-1B inflam inh 8, ATXN2 expr inh 4% and ATXN viability inactive.
`Cc1nn(-c2ccccc2)c(C)c1C(=O)NCCc1ccc(Cl)cc1` gave KB-3-1 tox 22%, HT1080-NT tox 14%, SW480 rerep -3%, HepG2 tox -8%, HT1080 IDH1KD tx 11%, MCF10A rereplic 19%, IL-1B inflam inh -29, ATXN2 expr inh -33% and ATXN viability inactive.
For Cc1cccc(CCNS(=O)(=O)c2ccc3c(c2)CCN3C(=O)CCC(=O)O)c1 the results were KB-3-1 tox inconclusive, HT1080-NT tox 1%, SW480 rerep -15%, HepG2 tox 9%, HT1080 IDH1KD tx 1%, MCF10A rereplic -1%, IL-1B inflam inh 22, ATXN2 expr inh 6% and ATXN viability inactive.
For Clc1ccc(CN(Cc2ccc(Cl)cc2)c2nn[nH]n2)cc1 the results were KB-3-1 tox inconclusive, HT1080-NT tox 0%, SW480 rerep 3%, HepG2 tox -2%, HT1080 IDH1KD tx -3%, MCF10A rereplic inconclusive, IL-1B inflam inh 0, ATXN2 expr inh -6% and ATXN viability inactive.
`O=Cc1cn(CC(=O)N2CCCCC2)c2ccccc12` gave KB-3-1 tox 1%, HT1080-NT tox 11%, SW480 rerep -4%, HepG2 tox -2%, HT1080 IDH1KD tx 15%, MCF10A rereplic 9%, IL-1B inflam inh -5, ATXN2 expr inh 12% and ATXN viability inactive.
Cc1ccc(S(=O)(=O)N2CCN(C(=O)C3=COCCO3)CC2)cc1C was read as KB-3-1 tox -7%, HT1080-NT tox -6%, SW480 rerep -3%, HepG2 tox -32%, HT1080 IDH1KD tx 0%, MCF10A rereplic 2%, IL-1B inflam inh -8, ATXN2 expr inh -5% and ATXN viability inactive.
For COc1cccc(Sc2ccccc2CN(C)C)c1 the results were KB-3-1 tox 12%, HT1080-NT tox -10%, SW480 rerep -4%, HepG2 tox -38%, HT1080 IDH1KD tx 2%, MCF10A rereplic -19%, IL-1B inflam inh -10, ATXN2 expr inh -13% and ATXN viability inactive.
CCOC(=O)c1c(-c2ccccc2)oc2ccc(N(C(C)=O)S(=O)(=O)c3ccccc3)cc12 was read as KB-3-1 tox 18%, HepG2 tox -2%, ATXN2 expr inh 3% and ATXN viability inactive.
CCCCCCn1c(SCC(=O)OC)nc2c1c(=O)[nH]c(=O)n2C was read as KB-3-1 tox 4%, HT1080-NT tox -17%, SW480 rerep -9%, HepG2 tox 4%, HT1080 IDH1KD tx -3%, MCF10A rereplic 0%, IL-1B inflam inh 32, ATXN2 expr inh 2% and ATXN viability inactive.
For O=c1cc(-c2ccco2)oc2ccc(Cl)cc12 the results were KB-3-1 tox 22%, HT1080-NT tox 9%, SW480 rerep 0%, HepG2 tox 4%, HT1080 IDH1KD tx 28%, MCF10A rereplic -8%, IL-1B inflam inh -5, ATXN2 expr inh 48%[activator] and ATXN viability inconclusive.
`COc1cccc(CNS(=O)(=O)c2ccc(-n3cnnn3)c(C)c2)c1` gave KB-3-1 tox -9%, HT1080-NT tox 2%, SW480 rerep 0%, HepG2 tox -31%, HT1080 IDH1KD tx -9%, MCF10A rereplic -1%, IL-1B inflam inh 10, ATXN2 expr inh -12% and ATXN viability inactive.
C/C(=N\NC(=O)COc1c(C)cccc1C)c1cccs1 was read as KB-3-1 tox 9%, HT1080-NT tox inconclusive, SW480 rerep -2%, HepG2 tox 12%, HT1080 IDH1KD tx -16%, MCF10A rereplic 0%, IL-1B inflam inh 0, ATXN2 expr inh 6% and ATXN viability inactive.
`CCOC(=O)C1(Cc2ccccc2)CCN(C2Cc3ccccc3C2)CC1` gave KB-3-1 tox 1%, HT1080-NT tox -29%, SW480 rerep 11%, HepG2 tox -7%, HT1080 IDH1KD tx -24%, MCF10A rereplic 1%, IL-1B inflam inh -16, ATXN2 expr inh -19% and ATXN viability inactive.
`Cc1cc(-c2ccccc2)nc(=O)[nH]1` gave KB-3-1 tox -2%, HT1080-NT tox -5%, SW480 rerep -3%, HepG2 tox -12%, HT1080 IDH1KD tx 2%, MCF10A rereplic 0%, IL-1B inflam inh 0, ATXN2 expr inh -16% and ATXN viability inactive.
CN(CC(=O)Nc1ccc(F)cc1)C(=O)CN1C(=O)NC2(CCCc3ccccc32)C1=O (stereo unspecified) was read as KB-3-1 tox 9%, HT1080-NT tox 0%, SW480 rerep -6%, HepG2 tox -4%, HT1080 IDH1KD tx 18%, MCF10A rereplic -3%, IL-1B inflam inh -5, ATXN2 expr inh -1% and ATXN viability inactive.
Screening CC(=O)c1ccc(NC(=O)C(C)NCc2ccc(Cl)cc2)cc1 (stereo unspecified) returned KB-3-1 tox -7%, HT1080-NT tox -5%, SW480 rerep 13%, HepG2 tox -11%, HT1080 IDH1KD tx -8%, MCF10A rereplic inconclusive, IL-1B inflam inh -15, ATXN2 expr inh -18% and ATXN viability inactive.
`CCOC(=O)C(CC(=O)c1ccccc1)CC(=O)c1ccccc1` gave KB-3-1 tox 18%, HT1080-NT tox 4%, SW480 rerep -8%, HepG2 tox -2%, HT1080 IDH1KD tx 1%, MCF10A rereplic 10%, IL-1B inflam inh 11, ATXN2 expr inh 34% and ATXN viability inactive.
Screening O=[N+]([O-])c1ccc(C(O)CN2CCN(c3ccccc3)CC2)cc1 (stereo unspecified) returned KB-3-1 tox 0%, HT1080-NT tox 1%, SW480 rerep 16%, HepG2 tox 4%, HT1080 IDH1KD tx 5%, MCF10A rereplic 9%, IL-1B inflam inh 18, ATXN2 expr inh -25% and ATXN viability inactive.
Screening CCOc1cccc(-c2c(C(=O)N/N=C/c3ccc(C)o3)nnn2-c2nonc2N)c1 returned KB-3-1 tox 15%, HT1080-NT tox 2%, SW480 rerep -6%, HepG2 tox 4%, HT1080 IDH1KD tx 22%, MCF10A rereplic 5%, IL-1B inflam inh 0, ATXN2 expr inh -2% and ATXN viability inactive.
